Screening results deposited in PubChem by several laboratories.
HSF1 inhib = HSF1 inhibition; NIH3T3-HGL HSE-luciferase, MG132-induced, luminescence 8 h; active compounds read low; activity change, negative = inhibition, % at 7.5 µM (by protocol); 300,000 tested, 0.77% active; AID 2098;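 active = more than half of replicate wells show activity change below -50%, luminescence cut by over half; inconclusive = some wells, but at most half, below -50%; inactive = no replicate well below -50%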;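 also: luciferase reports HSF-1 transcriptional activity via heat shock element; 0% = median of DMSO wells and -100% = zero luminescence signal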
AI-2 QS mod = modulates the Vibrio harveyi AI-2 quorum sensing system; Vibrio harveyi JMH597 AI-2 luminescence/OD600 ratio, 9 h; active compounds read low; strain lacks LuxN and CqsS sensors; 0 = neutral-control median; 300,000 tested, 0.4% active; activity change, % at 7.5 µM; in the data active = activity change below about -75%, passing the limit was not always enough; inconclusive = no clear call, values can overlap the other calls;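 also: luminescence divided by OD600 gain over 9 h not by final OD600 alone; inactives centre near 13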
Platelet DG rel = modulates dense granule release in human platelets; AID 1663; 300,000 tested, 0.22% active; inhibition, %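 (compounds screened at 7.5 µM in platelet-rich plasma)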; human platelet-rich plasma, SFLLRN dense granule ATP release, luminescence;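 active = mean replicate score, as percent of positive control, at or above 50; inconclusive = mean below 50 but at least one replicate at or above 50; inactive = mean and every replicate below 50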
IEC-6 tox = IEC-6 cytotoxicity, counter-screen for KLF5 inhibitors; AID 1825; 290,000 tested, 0.78% active; luminescence viability; inhibition, % at 5 µM; in the data active = inhibition above about 22%;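 also: 0% = plate median of test compound wells and 100% = cytotoxic reference compound wells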
aSyn UTR inh = MLPCN primary screen, SNCA 5' untranslated region | alpha-synuclein 5'UTR reporter, inhibitor activity | inhibition, % (tested at 7.5 µM) | 300,000 tested, 0.82% active; in the data active = inhibition above about 60%; inconclusive = no clear call, values can overlap the other calls;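 also: H4 neuroglioblastoma cells stably carrying SNCA 5'UTR luciferase fusion; 0% = DMSO wells and 100% = positive control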
HDAC3 inh = inhibitors of human histone deacetylase 3; AID 2718; inhibition, % at 8.3 µM; O15379; recombinant HDAC3, fluorogenic peptide/trypsin coupled, fluorescence; 320,000 tested, 0.15% active; in the data active = inhibition above about 26%, passing the limit was not always enough; inconclusive = no clear call, values can overlap the other calls
Target sequence (O15379 whole entry, looked up): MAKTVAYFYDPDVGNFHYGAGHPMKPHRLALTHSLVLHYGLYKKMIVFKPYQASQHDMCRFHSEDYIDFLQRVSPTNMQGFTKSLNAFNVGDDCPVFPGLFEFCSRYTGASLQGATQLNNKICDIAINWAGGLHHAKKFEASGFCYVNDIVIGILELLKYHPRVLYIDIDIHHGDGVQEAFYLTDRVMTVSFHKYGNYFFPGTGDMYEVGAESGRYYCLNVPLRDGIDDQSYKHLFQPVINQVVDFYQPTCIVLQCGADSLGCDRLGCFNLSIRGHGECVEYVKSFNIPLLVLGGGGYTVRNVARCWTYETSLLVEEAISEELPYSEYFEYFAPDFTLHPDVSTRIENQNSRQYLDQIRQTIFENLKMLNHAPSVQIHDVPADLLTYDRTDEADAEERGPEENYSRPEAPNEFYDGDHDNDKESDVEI
HSF1 activator = increases HSF-1 driven luciferase reporter signal. NIH3T3-HGL HSF-1 luciferase reporter, MG132, 8 h; 100% = twice DMSO control signal. AID 504408. 300,000 tested, 1.7% active. activation, % at 9 µM;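 active = mean replicate activation of at least 50% with a set share of replicates each reaching 50%; inconclusive = only one of those two conditions met; inactive = mean below 50% and too few replicates reaching it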;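 also: 0% = median of the neutral control wells and 100% = twice that signal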
KLF5 inh = suppresses KLF5 promoter-driven expression | DLD-1 KLF5 promoter-luciferase reporter, luminescence | 290,000 tested, 0.23% active | inhibition, % at 5 µM;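 active = inhibition above a per-plate limit of that plate's mean compound inhibition plus 3 SD, cut at about 60% in these data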;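 also: 0% = DMSO wells and 100% = LY294002 at 200 µM; higher means less KLF5 promoter-driven luciferase light; inactives centre near -14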
HSP90 inh = blocks HSP90-mediated luciferase refolding in reticulocyte lysate. inhibition, % at 5.6 µM. 290,000 tested, 0.91% active. Rabbit reticulocyte lysate, luciferase refolding luminescence, 3 h. AID 1789;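 active = inhibition above the screen-wide mean plus 3 SD, computed separately per campaign, cut at about 16% in these data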;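 also: 0% = DMSO wells and 100% = 60 µM geldanamycin wells; inhibitors lower the luminescence because luciferase stays unfolded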
HIF activator = HIF pathway transcriptional activation. U2OS HRE-luciferase reporter, luminescence; normalized: DMSO 0%, desferrioxamine 100%. activation, % at 7.5 µM (by protocol). 300,000 tested, 0.32% active. AID 1910;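 active = mean activation of at least 10% of the iron chelator positive control signal, with at least half of replicates also reaching 10%; inconclusive = mean and replicate majority disagree about reaching 10%; inactive = mean and most replicates under 10%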
* hit, by the source's call; ? = inconclusive; . = no result given.

SMILES	HSF1 inhib	AI-2 QS mod	Platelet DG rel	IEC-6 tox	aSyn UTR inh	HDAC3 inh	HSF1 activator	KLF5 inh	HSP90 inh	HIF activator
Cc1nc2c(sc(=S)n2Cc2ccco2)c(=O)n1CC(=O)Nc1cc(F)ccc1F	10	10	1	3	26	-4	26	-16	-1	-0.7
O=C(NC(=O)N1CCN(c2cccc(Cl)c2)CC1)c1ccc(Cl)cc1	-3	9	17	8	0	-1	6	30	-1	0.3
Cc1c(Br)c(-c2n[nH]c(=S)n2Cc2ccco2)nn1C	2	9	6	-2	-12	6	6	-14	-3	0.1
COc1ccccc1NS(=O)(=O)c1ccc(S(=O)(=O)N2CCOCC2)cc1	-4	.	8	-3	-6	-4	-2	1	-4	0.0
C=CCNC(=O)/C(C#N)=C/c1ccc(SC)cc1	7	7	-4	1	-10	4	-13	2	0	1.2
COc1cccc(-c2cc(C(=O)N3CCN(Cc4ccccc4)CC3)no2)c1	12	11	1	4	-3	2	42	-9	0	0.4
COC(=O)C1=C(C)Nc2sc(C(N)=O)c(N)c2C1c1ccncc1 (stereo not drawn)	-6	33	-1	0	-1	11	-8	-21	-6	-0.3
Cc1ccccc1C(=O)N[C@H](C(=O)OCC(=O)c1ccc[nH]1)C(C)C	6	5	1	1	-7	0	-2	-27	0	0.1
COC(=O)CSc1nnc(-c2ccc(OC)c(OC)c2)o1	0	7	1	-2	1	0	-3	-15	1	0.0
CC(Sc1ccc(Cl)cc1)C(=O)Nc1ccccc1C(=O)N1CCOCC1 (stereo not drawn)	-11	5	1	-3	10	1	-2	-16	-6	-0.3
COc1ccc(N(C(=O)c2cccnc2)S(=O)(=O)c2ccc(Cl)cc2)cc1	4	55	4	4	-19	2	3	-61	0	-0.3
NC(=O)c1sc2nc3c(c(-c4ccccc4)c2c1N)CCC3	0	8	4	-3	?	1	-1	0	-2	0.6
Cc1cccc(N2CCN(C(c3ccc(N(C)C)cc3)c3nnnn3C(C)(C)C)CC2)c1C (stereo not drawn)	-2	18	.	3	16	0	5	-34	2	-0.2
CCOCCOC(=O)COc1ccc2c(-c3ccccc3)cc(=O)oc2c1	-4	19	-5	0	12	.	14	-27	-6	0.0
O=C(OCCOc1ccc(Br)cc1)c1cnccn1	1	42	-2	1	5	5	3	-2	6	-0.1
COc1cc(C(=O)NCc2nnc(SCC(=O)Nc3cccc(C)c3)o2)cc(OC)c1OC	-1	19	5	-1	-11	-5	-3	-25	6	1.1
O=C(Nc1ccc(-c2ccccc2)cc1)c1ccccc1	7	11	-1	2	3	2	-14	-37	-3	-1.2
CS(=O)(=O)NCCNc1ncc(C(F)(F)F)cc1Cl	-5	-9	2	-3	6	1	-8	-29	-2	-0.4
COc1ccc(OC)c(S(=O)(=O)N2CCCC(C(=O)NCc3ccncc3)C2)c1 (stereo not drawn)	6	-2	-14	-1	-2	2	17	4	2	-0.3
Cn1nc(-c2ccc(NCCO)c([N+](=O)[O-])c2)c2ccccc2c1=O	-5	18	2	1	45	0	-4	11	2	-0.3
COc1ccc(S(=O)(=O)N2CCCC2C(=O)Nc2nc3c(s2)CCCC3)cc1 (stereo not drawn)	-9	-4	7	2	-11	5	13	-14	4	-0.2
COc1ccc(-c2nc(=S)[nH][nH]2)cc1	2	7	?	-4	18	-1	-16	-36	-1	0.0
Cc1ccc2nc3c(cc2c1)c(NC(=O)C1CCCO1)nn3CC(C)C (stereo not drawn)	1	4	7	-3	-8	-5	-14	-20	-1	0.2
COc1cc(C(=O)OCn2nnc3ccccc3c2=O)cc(OC)c1OC	-1	48	2	-1	1	3	-4	-3	-5	-0.1
CC(C)(CO)N=Cc1c(O)[nH]c2ccccc12	1	10	1	-1	-12	5	3	11	-1	-0.1

2 successive compounds already listed:
SMILES	HSF1 inhib	AI-2 QS mod	Platelet DG rel	IEC-6 tox	aSyn UTR inh	HDAC3 inh	HSF1 activator	KLF5 inh	HSP90 inh	HIF activator
NC(=O)c1sc2nc3c(c(-c4ccccc4)c2c1N)CCC3	0	8	4	-3	?	1	-1	0	-2	0.6
Cc1cccc(N2CCN(C(c3ccc(N(C)C)cc3)c3nnnn3C(C)(C)C)CC2)c1C (stereo not drawn)	-2	18	.	3	16	0	5	-34	2	-0.2

Carrying on.
SMILES	HSF1 inhib	AI-2 QS mod	Platelet DG rel	IEC-6 tox	aSyn UTR inh	HDAC3 inh	HSF1 activator	KLF5 inh	HSP90 inh	HIF activator
COc1ccc(CCNC(=O)CSc2n[nH]c(N)n2)cc1	-2	11	0	0	10	-7	-11	-34	0	-0.4
COc1ccc(-c2cc(C(=O)NN)[nH]n2)cc1	8	9	-16	-1	-59	-4	24	-48	6	2.0
CCN(CC)S(=O)(=O)c1ccc(OCC(=O)NC2CCS(=O)(=O)C2)c([N+](=O)[O-])c1 (stereo not drawn)	-4	30	1	3	15	-6	-3	-16	2	-0.4
O=C(CCCC(=O)OCC(=O)c1ccc(Cl)cc1)NC1CCCCC1	-8	-2	-10	-6	-12	0	6	1	2	-0.1
CCN(c1ccccc1)S(=O)(=O)c1cc2c(cc1C)n(C)c(=O)c(=O)n2C	-4	19	-4	3	12	-3	4	-4	-4	0.4
CN(CC(=O)Nc1ccc(S(=O)(=O)N2CCCC2)cc1)Cc1ccc(Cl)c(Cl)c1	0	41	1	5	11	-2	1	-8	-1	-0.1
CCOc1ccccc1NC(=S)N1CCCc2ccccc21	-2	20	-2	0	18	-2	6	-20	0	0.2
O=C(Cn1cnc2c(nnn2Cc2ccccc2)c1=O)N1CCCc2ccccc21	-1	11	1	2	23	1	-12	-6	-4	-0.2
Cc1ccc(NC(=S)N2CCCC(O)C2)cc1 (stereo not drawn)	-2	19	-2	3	-63	6	1	-18	3	1.1
Cc1cc(C(=O)COC(=O)C2CCN(C(=O)c3ccc(Cl)cc3)CC2)c(C)n1CC1CCCO1 (stereo not drawn)	-23	29	-2	5	-38	8	-31	-2	5	0.7
COc1ccccc1C/C(N)=N/OC(=O)COc1ccccc1C	-1	4	4	3	-9	-1	-10	1	-1	-0.1
O=C(c1cccs1)N1CCCC1	1	29	-3	0	4	3	3	5	-2	-0.5
CC(=O)Nc1ccc(NC(=O)C(C)OC(=O)CCC2CCCC2)cc1 (stereo not drawn)	2	23	23	.	6	6	-3	.	.	-0.3
CN(/N=C/c1cc(Br)cc(Br)c1O)c1ccccc1	3	16	6	6	-18	-2	27	-23	8	-1.3
CCn1nc(C)c(CNC(=O)CC2C(=O)NCCN2CC(C)C)c1C (stereo not drawn)	-12	6	0	7	-5	0	-16	-10	1	1.4
CC(C)Oc1ccc(C(=O)Nc2ncn[nH]2)cc1	15	21	-1	-2	-65	?	9	-59	0	1.0
Cc1ccc(N2CCN(CC3CC=CCC3)CC2)cc1 (stereo not drawn)	-2	1	-1	3	11	1	15	-28	2	0.3
Cc1cc(C)c(N2C(=O)CCCC2=O)c(Cl)c1	-4	.	17	6	1	-6	5	-29	1	-3.3
CCOC(=O)C1CCN(C(=S)Nc2ccc(C)cc2)CC1	-2	17	0	-1	-25	4	1	-21	2	1.1
CCOc1ccc2nc(NC(=O)c3ccco3)sc2c1	14	25	50*	9	12	2	28	1	39*	-6.2
COc1ccccc1-c1nnc(NC(=O)C(C)Sc2nncn2C)s1 (stereo not drawn)	2	18	2	2	-18	4	25	-21	1	0.1
N#Cc1c(NC(=O)c2ccccc2)sc2c1CCCCC2	0	9	5	2	-16	-1	0	-163	7	0.1
CCc1nc(SCC(=O)Nc2ccc(F)cc2F)c2c(=O)n(C)c(=O)n(C)c2n1	1	12	3	-10	-1	4	6	-43	-2	-0.6
O=C(CSc1nnc(Nc2ccccc2)s1)Nc1cccnc1Cl	-4	13	1	1	-26	2	3	4	4	-0.3
Cc1ncc(S(=O)(=O)c2ccccc2)c(-c2ccccc2Cl)n1	-1	8	5	3	11	-2	-9	-7	2	-0.5
Continuation.
SMILES	HSF1 inhib	AI-2 QS mod	Platelet DG rel	IEC-6 tox	aSyn UTR inh	HDAC3 inh	HSF1 activator	KLF5 inh	HSP90 inh	HIF activator
CS(=O)(=O)N1CCN(c2ccc(C(=O)N3CCOCC3)cc2[N+](=O)[O-])CC1	.	-9	0	-2	19	7	.	0	-2	0.4
CCc1ccc(NC(=O)COc2ccc(Br)cn2)cc1	-2	-84*	5	-8	-8	2	-7	-18	-2	0.8
COc1cc(OC)cc(C(=O)N[C@H](C(=O)OCC(N)=O)C(C)C)c1	-6	15	33	4	16	5	-9	-6	5	0.0
COc1cc(/C=N/NC(=O)c2nonc2N)cc(OC)c1OC	8	27	5	7	-22	4	-1	-14	2	-0.1
CCO[C@H]1OC(C(=O)N2CCN(Cc3ccc4c(c3)OCO4)CC2)=C[C@@H](c2csc3ccccc23)[C@@H]1CCCO	0	4	-11	-2	-7	-1	-3	-1	6	-4.5
Cc1cc(C)cc(NC(=O)c2cccnc2)c1	2	11	3	-2	3	4	-1	-30	-1	0.4
O=C(Nc1cccc([N+](=O)[O-])c1)c1ccc(CSc2ccccc2)cc1	1	-2	-5	9	-40	4	26	-8	4	-0.1
O=C(CCS(=O)(=O)c1ccc(Br)cc1)Nc1ccccc1Cl	7	13	3	-2	-3	-1	-3	-10	-2	0.2
O=C(c1ccc2c(c1)OCO2)N1CCN(c2cccc(C(F)(F)F)c2)CC1	-8	5	-1	14	-77	10	-4	-1	1	3.0
CSc1ccc(/C=N/n2c(C)nc3ccccc3c2=O)cc1	4	8	-2	2	-36	.	11	-78	0	0.8

Part of the list above with just HDAC3 inh and AI-2 QS mod:
canonical_smiles,HDAC3 inh,AI-2 QS mod
CN(CC(=O)Nc1ccc(S(=O)(=O)N2CCCC2)cc1)Cc1ccc(Cl)c(Cl)c1,-2,41
CCOc1ccc2nc(NC(=O)c3ccco3)sc2c1,2,25
N#Cc1c(NC(=O)c2ccccc2)sc2c1CCCCC2,-1,9
COc1ccccc1-c1nnc(NC(=O)C(C)Sc2nncn2C)s1 (stereo not drawn),4,18
Cc1ncc(S(=O)(=O)c2ccccc2)c(-c2ccccc2Cl)n1,-2,8
Cc1cc(C)cc(NC(=O)c2cccnc2)c1,4,11
